Screens (PubChem)
uPA surface inh: qHTS for Inhibitors of Cell Surface uPA Generation; 330,000 tested, 0.31% active; Potency, µM (titrated, usually from 38.3 µM), for the others: top-dose activity change, negative = inhibition, most hits filed as inhibitors; cell surface uPA generation assay, qHTS; AID 540303, 2011; active = well fitted inhibition curve with a large enough effect; inconclusive = small, poorly fitted or top-dose-only effect; inactive = no such curve, though single readings can be large or run the other way; tested in mouse RAW 264.7 cells; note: potency is the fitted concentration of half-maximal effect; % is set by controls: 0 for no effect and ±100 for the full control effect; nearly all actives have a fitted effect of over 55% in size
Mito fusion yeast: qHTS Assay for Small Molecule Inhibitors of Mitochondrial Division or Activators of Mitochondrial Fusion | S. cerevisiae fusion-defective mutant growth rescue, CellTiterGlo 48 h | Potency, µM (series often up to 46.1 µM), for the others: top-dose growth rescue (activation), most hits filed as activators | 320,000 tested, 0.23% active;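 note: potency is the fitted concentration of half-maximal effect; % of control where 0% means no effect; nearly all actives have a fitted effect of over 45% in size; temperature-sensitive fusion mutants such as fzo1-1 at 37 °C on non-fermentable ethanol glycerol medium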
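Growth-rescue viability read-out: after 48 h at the non-permissive 37C in glycerol/ethanol YPEG, yeast mitochondrial fusion mutants are measured by CellTiterGlo luminescence; compounds (23 nl pinned per well) restoring growth score as division inhibitors or fusion activators.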
ELG1 repair inh: qHTS screen for small molecules that inhibit ELG1-dependent DNA repair in human embryonic kidney (HEK293T) cells expressing luciferase-tagged ELG1; 330,000 tested, 2.3% active; Potency, µM (doses to about 46.1 µM), for the others: at the top dose activity change, negative = inhibition, most hits filed as inhibitors; HEK293T ELG1-luciferase reporter, luminescence, 16 h; DNA damage induced by 5-fluorouridine; note: potency is the fitted concentration of half-maximal effect; % is set by controls: 0 for no effect and ±100 for the full control effect; nearly all actives have a fitted effect of over 55% in size
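Overnight (16 hr) co-exposure of 2,000 cells/well to 5-fluorouridine and compound at 37 °C preceded detection. Luciferase was quantified via ONE-Glo luminescence; loss of signal denotes inhibition.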
USP2a inh: qHTS Assay for Inhibitors of Ubiquitin-specific Protease USP2a Using CHOP2 as the Reporter; 330,000 tested, 0.01% active; USP2 core, Ub-CHOP2 coupled fluorogenic reporter, 485/531; Ubiquitin carboxyl-terminal hydrolase 2 (Homo sapiens), O75604; AID 463254, 2010; Potency, µM (titrated, usually from 38.3 µM), inactives show at the highest dose activity change, negative = inhibition, usual class: inhibitors;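 note: potency is the fitted concentration of half-maximal effect; plate controls were DMSO wells for no effect and full inhibition by NEM control for full effect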
Target sequence (O75604 whole entry, looked up): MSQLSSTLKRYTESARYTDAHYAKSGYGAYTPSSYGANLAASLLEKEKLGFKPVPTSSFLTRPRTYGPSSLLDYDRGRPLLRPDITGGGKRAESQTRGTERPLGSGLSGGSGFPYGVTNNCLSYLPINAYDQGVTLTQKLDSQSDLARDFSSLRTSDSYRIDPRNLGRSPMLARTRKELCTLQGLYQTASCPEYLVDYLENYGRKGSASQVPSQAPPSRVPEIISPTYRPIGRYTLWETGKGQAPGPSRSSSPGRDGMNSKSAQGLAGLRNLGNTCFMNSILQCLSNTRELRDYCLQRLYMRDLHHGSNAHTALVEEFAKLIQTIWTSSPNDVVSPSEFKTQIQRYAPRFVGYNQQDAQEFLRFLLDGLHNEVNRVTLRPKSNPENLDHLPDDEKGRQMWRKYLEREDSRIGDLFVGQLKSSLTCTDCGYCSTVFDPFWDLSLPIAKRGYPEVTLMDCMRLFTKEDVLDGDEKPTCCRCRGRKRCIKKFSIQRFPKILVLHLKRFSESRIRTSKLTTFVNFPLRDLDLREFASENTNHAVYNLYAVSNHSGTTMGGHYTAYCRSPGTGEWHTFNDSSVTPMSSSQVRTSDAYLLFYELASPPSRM
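Deubiquitinase activity read as fluorescence (485/531 nm) after Ub-CHOP2 cleavage activates the enterokinase reporter on its substrate; USP2 core 10nM, Ub-CHOP2 and substrate 25nM each, 30min compound preincubation then 60min RT; data normalized to NEM, curves fitted.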
TCR act: Activators of T cell receptors: qHTS campaign; primary human leukocytes, anti-CD3, IL-2 HTRF, 48 h; Potency, µM (doses to about 9.22 µM), for inactives: at the top dose activation of IL-2 secretion, most hits filed as activators; AID 504894, 2011; 330,000 tested, under 10 active; note: % of control where 0% means no effect
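Readout: HTRF IL-2, Eu-cryptate/d2 antibody pair, 320nm excitation, 665nm emission. Stimulus: a-CD3 beads, no co-stimulation. Cells: primary human leukocytes. Exposure: 48 hr with compound.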
B2AR arrestin: qHTS assay of beta-arrestin-biased ligands of beta2-adrenergic receptor | Beta-2 adrenergic receptor (Homo sapiens), P07550 | beta-arrestin recruitment to beta2AR, cell-based reporter | Potency, µM (series often up to 46.1 µM), without a hit: at the highest dose activation, most hits filed as activators | 330,000 tested, 0.02% active | AID 492947, 2010;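 note: potency is the fitted concentration of half-maximal effect; 0% = DMSO controls and full agonism = EC100 isoproterenol or metaproterenol; nearly all actives have a fitted effect of over 65% in size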
TSHR antagonist: Antagonists of the Thyroid Stimulating Hormone Receptor: HTS campaign; activity change, negative = inhibition, % at 11.5 µM; 330,000 tested, 0.2% active; TSHR-expressing cells, TSH-stimulated cAMP HTRF, 2 h; stronger effect = lower value; AID 504810, 2011;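 active = activity change below a set negative limit, meaning inhibition stronger than a set level, cut at about -70% in these data; inconclusive = activity change between two set negative limits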; note: % is set by controls: 0 for no effect and ±100 for the full control effect
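Inhibition of cAMP made by TSHR-expressing cells under TSH stimulation (4nM final, EC80; 2 h, 37 deg C) is quantified with a one-step lysis HTRF kit, anti-cAMP cryptate versus cAMP-d2.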
Tb PFK block: qHTS Assay to Find Inhibitors of T. brucei phosphofructokinase; ATP-dependent 6-phosphofructokinase (Trypanosoma brucei brucei), O15648; T. brucei PFK, ADP-Glo luminescence; Potency, µM (top dose mostly 57.5 µM), for the others: top-dose activity, negative = inhibition, hits mostly inhibitors; 330,000 tested, 0.17% active;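 note: potency is the fitted concentration of half-maximal effect; 0% = uninhibited 1x PFK enzyme wells and -100% = no-enzyme wells; nearly all actives have a fitted effect of over 60% in size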
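1.25 nM PFK with 0.5 mM F6P and 0.1 mM ATP in 0.1 M TEA pH 8.0, 5 mM MgCl2, incubated 45 min at room temperature; ADP measured by ADP-Glo luminescence; compounds titrated up to 57 uM.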
BCR signal inh: qHTS Assay to Find Inhibitors of Chronic Active B-Cell Receptor Signaling; ABC-DLBCL IkBa-CBG/CBR reporter, luminescence ratio, 4 h; Potency, µM (titrated, usually from 46.1 µM), for the others: top-dose ratio change, negative = lower green/red ratio, usual class: inhibitors; 340,000 tested, 0.05% active; AID 493014, 2011; active = well fitted inhibition curve with a large enough effect in the signal ratio, with a control signal flat, not every such curve was filed as active; inconclusive = small, poorly fitted or top-dose-only effect, or effect the other way, or a change in a side signal; the % refers to the signal ratio;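 note: potency is the fitted concentration of half-maximal effect; plate controls were basal doxycycline-induced cells for no effect and cells given 10 µM MG132 for full effect; MG132 reads +100%, hits lower the ratio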
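TMD8 ABC-DLBCL cells carrying doxycycline-inducible green luciferase fused to IkappaBalpha plus unfused red luciferase were exposed to compounds (up to 46 uM) for 4 hrs at 37C. Activity came from the overlap-corrected green/red luminescence ratio.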
TSG101-PTAP inh: qHTS Assay for Iinhibitors of HIV-1 Budding by Blocking the Interaction of PTAP/TSG101 | Fluorescence polarization, FITC-PTAP peptide / Tsg101 binding | Potency, µM (titrated, usually from 115 µM), for the others: at the top dose activity change, negative = inhibition, most hits filed as inhibitors | Tumor susceptibility gene 101 protein (Homo sapiens), Q99816 | 340,000 tested, under 10 active; active = well fitted inhibition curve with a large enough effect in the main read-out, with a control signal flat, not every such curve was filed as active; inconclusive = small, poorly fitted or top-dose-only effect, or effect the other way, or a change in a side signal; inactive = no such curve, though single readings can be large or run the other way; note: potency is the fitted concentration of half-maximal effect; % of control where 0% means no effect
Target sequence (Q99816 whole entry, looked up): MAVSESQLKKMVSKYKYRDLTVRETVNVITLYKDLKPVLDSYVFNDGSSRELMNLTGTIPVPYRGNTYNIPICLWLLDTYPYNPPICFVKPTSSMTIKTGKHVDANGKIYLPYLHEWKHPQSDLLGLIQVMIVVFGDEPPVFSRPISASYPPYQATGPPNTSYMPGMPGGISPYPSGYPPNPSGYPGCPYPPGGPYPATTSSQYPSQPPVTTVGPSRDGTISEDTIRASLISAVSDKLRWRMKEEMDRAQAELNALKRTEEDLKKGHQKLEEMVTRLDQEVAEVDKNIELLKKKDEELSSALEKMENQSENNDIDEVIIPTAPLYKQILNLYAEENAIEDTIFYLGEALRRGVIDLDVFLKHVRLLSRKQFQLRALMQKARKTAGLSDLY
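Fluorescence anisotropy tracks displacement of a FITC-tagged PTAP peptide (50 nM) from the Tsg101 binding domain (10 uM), following a 20 min room-temperature incubation at pH 7.5.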
Eya2 phos inh: qHTS Assay for Inhibitors of the Phosphatase Activity of Eya2. Protein phosphatase EYA2 (Homo sapiens), O00167. recombinant Eya2, OMFP fluorescence dephosphorylation (OMFP is methylfluorescein phosphate). Potency, µM (series often up to 76.9 µM), for inactives: top-dose activity, negative = inhibition, hits mostly inhibitors. 330,000 tested, 0.006% active; note: potency is the fitted concentration of half-maximal effect; % is set by controls: 0 for no effect and ±100 for the full control effect
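Eya2 protein (added as 0.2 uM solution) was preincubated with compound for 10 min at ambient temperature in 50 mM HEPES pH 7.5, 50 mM NaCl, 5 uM MgCl2, 0.05% BSA, 1 mM DTT. OMFP (added at 50 uM) then reacted 10 min; fluorescence read at 485/525 nm.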
* marks the source's active call; other numbers are inactive results; u = inconclusive; x = no result given; [ ] = another dose, or the depositor's remark. Unless noted, calls come from the whole dose curve; as a rule, active = well fitted curve in the direction sought with a large enough effect; inconclusive = small, poorly fitted or top-dose-only effect, or another doubt; inactive = no such curve, though single readings can be large; an effect the other way counts as inactive or inconclusive.

SMILES	uPA surface inh	Mito fusion yeast	ELG1 repair inh	USP2a inh	TCR act	B2AR arrestin	TSHR antagonist	Tb PFK block	BCR signal inh	TSG101-PTAP inh	Eya2 phos inh
CN1C(=O)C2(Nc3ccccc3-c3nc4ccccc4n32)c2ccccc21 (stereo unspecified)	4.5%	6.4%	-13.2%	-7.7%	0.3%	0.2%	0.0	2.0%	u	0.3%	-12.8%
Nc1c(N(Cc2ccccc2)C(=O)COc2cccc(Cl)c2)c(=O)[nH]c(=O)n1Cc1ccccc1	-9.5%	0.6%	-4.1%	0.2%	x	3.3%	-10.4	-0.1%	1.9%	-0.2%	20.9%
Cn1c(SCC(=O)NCc2ccc3c(c2)OCO3)nnc1-c1c[nH]c2ccccc12	x	2.1%	-26.8%	1.6%	-2.5%	-0.3%	-1.9	-0.6%	-12.9%	-6.1%	-15.5%
Nc1c(C(=O)N/N=C/c2ccc([N+](=O)[O-])cc2)sc2nnc(-c3ccccc3)c(-c3ccccc3)c12	17.3%	2.2%	-15.5%	2.2%	4.2%	-2.1%	2.1	-4.4%	0.8%	-1.0%	-5.8%
CSc1ccccc1NC(=S)Nc1cccc(C(F)(F)F)c1	-4.8%	-4.2%	-3.6%	1.1%	x	0.1%	7.9	-7.8%	u	-5.9%	-23.5%
COc1ccc(CCNC(=O)Nc2cc(F)c(F)cc2Cl)cc1OC	6.8%	1.4%	-20.1%	0.8%	6.5%	-1.1%	-2.8	0.7%	u	-6.6%	1.8%
CCCCCCOC(=O)Cc1c(C)nc(-c2ccccc2)[nH]c1=O	3.3%	3.5%	-2.8%	-0.8%	-0.5%	-0.5%	1.9	-1.1%	4.0%	0.5%	12.9%
Cc1ccccc1N1C(=O)C2C3C=CC(C2C1=O)N(C)C3=O (stereo unspecified)	0.2%	-1.9%	7.6%	-0.9%	-0.6%[46.1 µM]	-0.8%	-0.2	-0.5%	9.4%	-0.8%	-15.1%
C=CCn1c(SCc2nc3ccccc3c(=O)[nH]2)nc2ccccc2c1=O	9.3%	2.6%	u	4.4%	3.4%	0.2%	1.7	1.5%	-13.0%	3.5%	21.7%
CCOC(=O)Cc1c(Sc2ccccc2)c2cc(C)ccc2n1C	6.9%	20.4%	u	0.5%	-3.4%[46.1 µM]	-0.7%	-2.4	-12.8%	23.5%	0.5%	2.3%
O=C(COC(=O)c1cccs1)NCCCc1ccccc1	1.8%	-15.9%	20.2%	-0.2%	-8.2%	-0.5%	6.6	-3.5%	0.7%	-2.3%	-15.1%
COCCn1c(=O)[nH]c2cc(C(=O)NCCc3ccc(S(N)(=O)=O)cc3)ccc2c1=O	0.4%	0.1%	23.6%	2.9%	-6.1%	-0.2%	2.5	8.6%	17.5%	0.2%	-4.8%
O=C(NNC(=S)Nc1ccccc1)c1cc(Br)ccc1Cl	0.0%	-8.6%	-11.0%	-1.4%	7.3%	0.2%	-3.0	0.9%	u	-0.2%	1.1%
CC(=O)Nc1c(Nc2ccccc2)c2ccccc2oc1=O	-1.3%	2.7%	6.1%	0.9%	-0.7%	0.0%	2.9	9.3%	-0.4%	-4.9%	-15.7%
CC(C)c1nc2c([nH]1)c(=O)n(C)c(=O)n2C	-2.7%	-1.5%	8.9%	6.6%	-4.6%	-1.1%	28.5	3.1%	18.0%	-0.2%	13.9%
COC(=O)c1c(-c2ccccc2)csc1NC(=O)c1c(-c2ccccc2)noc1C	-7.3%	12.6%	u	-1.2%	1.2%[46.1 µM]	-0.2%	-20.2	-3.0%	u	-6.5%	3.6%
O=C(NCc1n[nH]c(=S)n1-c1ccc(Cl)c(Cl)c1)c1ccco1	3.3%	0.1%	-0.5%	-0.6%	-10.6%	-0.3%	4.4	-6.7%	4.0%	-3.1%	3.8%
CCN(Cc1ccncc1)Cc1c(O)ccc2ccccc12	-0.2%	4.8%	u	2.3%	2.7%	0.2%	3.1	-11.1%	u	-3.9%	9.1%
Cc1cccc(N2CCN(C(=O)c3cccc(N4C(=O)C5C6C=CC(C6)C5C4=O)c3)CC2C)c1 (stereo unspecified)	-8.0%	-2.4%	13µM*	-3.1%	13.0%	-0.8%	-7.9	3.0%	12.4%	-8.1%	6.2%
CCN(Cc1ccccc1OC)CC1CCCN(CCc2cccc(OC)c2)C1 (stereo unspecified)	1.1%	-3.7%	0.6%	2.4%	x	3.0%	-3.9	-0.1%	1.7%	0.2%	2.7%
O=C(Nc1cccnc1)c1ccc(COc2ccccc2Br)cc1	-12.6%	u	u	-7.0%	-1.5%	0.3%	0.1	12.6%	u	-0.9%	-2.3%
Cc1nc(Nc2ccccc2)sc1C(=O)c1ccccc1	-0.7%	18.9%	u	-10.7%	-7.0%	0.4%	-1.8	-4.9%	u	-0.5%	u
FC(F)(F)c1cccc(NC(=S)N2CCCC2)c1	-7.8%	-7.4%	9.0%	-1.7%	1.9%	0.2%	1.0	10.4%	u	0.9%	2.9%
Cc1cccc(-c2ncc(CN3CCN(CC(C)C)C(CCO)C3)cn2)c1 (stereo unspecified)	3.0%	-3.0%	15.3%	7.7%	1.5%	-0.6%	-12.1	-4.8%	-4.2%	-5.7%	0.2%
COCCn1c(SCc2ccc(F)cc2)nc2ccccc2c1=O	3.6%	3.5%	-10.8%	1.8%	2.1%	-0.4%	-17.5	0.2%	3.2%	-0.8%	-0.5%
COc1cc(/C=N/NC(=O)C2CCN(CC(O)COCc3ccccc3)CC2)cc(OC)c1OC (stereo unspecified)	0.8%	0.6%	3.7%	3.9%	8.6%	-0.2%	8.1	-1.1%	-2.5%	-1.8%	4.4%
CC(C)(C)C(=O)CSc1ncnc2c1cnn2-c1ccccc1	-3.6%	-0.4%	u	0.4%	-7.1%	-0.3%	3.2	1.3%	u	-0.4%	-0.6%
COc1cc(/C=N\Nc2nc(-c3ccc(C)cc3)c(NC(C)=O)s2)ccc1O	1.0%	-1.8%	u	2.1%	0.5%	-0.2%	0.1	0.0%	-0.8%	-4.6%	17.3%
O=C(NNC(=O)c1ccccc1F)c1cccc(S(=O)(=O)N2CCc3ccccc32)c1	-24.6%	x	-21.6%	4.0%	2.3%	-2.4%	x	5.8%	0.8%	0.6%	5.5%
COc1ccccc1NC(=S)Nc1ccc2cn[nH]c2c1	0.2%	-4.0%	14.4%	-0.2%	6.9%	-0.1%	1.1	2.3%	u	2.9%	8.4%
CC[C@H](C)Cc1cn([C@@H](CCCCN)C(=O)NCCCCCCCCCCC(=O)N2CCNCC2)nn1	-2.7%	-1.6%	6.2%	-0.2%	5.7%	0.0%	-1.5	-2.9%	0.0%	-3.5%	17.4%
Cc1cc(/C=N/NC(=O)C(=O)NCc2ccccn2)c(C)n1-c1cccc(Br)c1	0.2%	-2.4%	-9.7%	-0.8%	3.2%	0.0%	0.7	2.4%	2.0%	-5.4%	-15.2%
O=C1NC2(CCCCCC2)C(=O)N1Cc1ccccc1Br	0.9%	-7.7%	3.1%	1.7%	1.1%	-0.2%	0.2	-1.4%	4.9%	-0.4%	-13.6%
Cc1cccc(NC(=O)CNC(=O)CCNC(=O)c2ccc(C(C)(C)C)cc2)c1C	u	-4.7%	u	0.3%	0.4%	-1.0%	14.7	-0.6%	-6.2%	-1.4%	-12.2%
CO/N=C(\N)c1nonc1N	-3.0%	3.0%	3.2%	1.8%	-0.7%	-0.3%	7.3	2.0%	-2.8%	-4.3%	u
COc1ccc2c(c1)CC/C2=N\OC(=O)c1cccc(C)c1	-5.6%	u	u	4.2%	-8.9%[46.1 µM]	3.1%	-16.3	0.9%	u	0.3%	-4.0%
Cc1cccc(OCCn2c(NC(=O)c3ccco3)nc3ccccc32)c1	-6.0%	8.0%	-5.2%	-0.9%	-1.1%	-0.3%	6.9	-5.1%	1.5%	-4.1%	-12.8%
